# KCNQ1 block = inhibitors of human KCNQ1 potassium channel | CHO-K1 KCNQ1, FluxOR thallium flux fluorescence; hits give high values | B-score at 10 µM | 310,000 compounds, 1.3% hits | AID 2642 | P51787;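 active = compounds whose thallium flux B-score, printed positive for inhibition, exceeds three library SD while starting fluorescence stays within three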;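 also: channel opened by potassium depolarization with thallium stimulus after 20 min compound exposure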
# TRPC4 potent = allosterically enhances the mouse TRPC4 cation channel | AID 2227 | Q9QUQ5 | 310,000 compounds, 0.42% hits | B-score at 10 µM | HEK293 TRPC4beta/mu-opioid, DAMGO EC20, Fluo-4 Ca2+ flux; hits give high values;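 active = B-score of calcium response area above 5 SD of library B-scores, with initial fluorescence ratio within 5 SD of library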;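 also: B-score of integrated fluorescence ratio over time as area under calcium response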
# Dyrk1A ADPGlo = Dyrk1A (rat) kinase inhibition | Q63470 | ADP-Glo luminescence, NFATc1 peptide | inhibition, % at 12.5 µM | 310,000 compounds, 0.43% hits | AID 504441; in the data active = inhibition above about 50%;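 also: plate controls were vehicle with enzyme for no effect and no enzyme for full effect; many of its hits are not listed in these tables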
# KCNK9 block = blocks the human KCNK9 two-pore domain potassium channel; Q9NPC2; HEK293 KCNK9, FluxOR thallium flux fluorescence; hits give low values; B-score at 10 µM; 310,000 compounds, 1.2% hits;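 active = ratio B-score over 3 SD below the library mean, with starting fluorescence within 5 SD of its mean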;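 also: negative B-score means less thallium flux so channel inhibition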
# Target sequence (Q9NPC2 whole entry, looked up, the tested form may be a part): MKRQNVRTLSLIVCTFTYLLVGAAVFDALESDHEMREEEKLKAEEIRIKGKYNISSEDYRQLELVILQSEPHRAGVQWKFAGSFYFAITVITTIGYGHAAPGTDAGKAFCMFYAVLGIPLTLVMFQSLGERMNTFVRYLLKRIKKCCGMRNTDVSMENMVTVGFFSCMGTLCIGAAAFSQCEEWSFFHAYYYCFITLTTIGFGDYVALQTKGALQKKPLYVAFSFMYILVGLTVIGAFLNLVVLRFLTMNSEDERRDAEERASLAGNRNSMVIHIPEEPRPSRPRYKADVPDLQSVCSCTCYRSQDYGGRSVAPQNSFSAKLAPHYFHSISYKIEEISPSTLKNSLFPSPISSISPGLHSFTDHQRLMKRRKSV
# KCNQ1 pot = potentiates or activates the human KCNQ1 potassium channel; B-score at 10 µM; 310,000 compounds, 0.35% hits; P51787; CHO-K1 KCNQ1, thallium flux FluxOR fluorescence; hits give high values;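 active = fluorescence ratio B-score, a plate-corrected score, at least three library SD, with initial intensity B-score within 5 SD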
#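 assay system = CHO-K1 cells stably expressing KCNQ1 | medium = assay buffer, equal DMSO in all wells | timing = 37 °C overnight plating, 90-min dark dye load, 20-min compound pretreatment | measured by = kinetic FluxOR thallium fluorescence, 10-s 1-Hz baseline, 110-s post-stimulus read | measure = fluorescence change relative to baseline, converted to B score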
# KCNK3 inh = human KCNK3 channel inhibition, primary screen | O14649 | CHO-KCNK3 thallium flux, FluxOR fluorescence; hits give low values | B-score at 10 µM | 340,000 compounds, 0.84% hits;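 active = B-score under library mean minus 4 SD, starting fluorescence ratio at most library mean plus 5 SD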;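 also: more negative B-score means stronger inhibition of thallium flux through KCNK3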
# Target sequence (O14649 whole entry, looked up): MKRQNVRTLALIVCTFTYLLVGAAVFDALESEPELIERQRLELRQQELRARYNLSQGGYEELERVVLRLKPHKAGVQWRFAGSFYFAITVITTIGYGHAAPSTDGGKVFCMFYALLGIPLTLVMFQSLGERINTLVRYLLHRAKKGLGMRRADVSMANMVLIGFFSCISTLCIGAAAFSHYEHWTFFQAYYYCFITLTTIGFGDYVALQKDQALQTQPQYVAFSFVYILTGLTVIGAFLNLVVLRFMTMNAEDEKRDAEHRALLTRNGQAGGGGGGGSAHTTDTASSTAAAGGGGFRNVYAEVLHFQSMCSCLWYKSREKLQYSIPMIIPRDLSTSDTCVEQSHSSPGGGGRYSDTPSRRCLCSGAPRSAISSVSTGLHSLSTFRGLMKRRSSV
# Platelet DG rel = modulates dense granule release in human platelets; human platelet-rich plasma, SFLLRN dense granule ATP release, luminescence; 300,000 compounds, 0.22% hits; inhibition, %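 (compounds screened at 7.5 µM in platelet-rich plasma)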;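 active = mean replicate score, as percent of positive control, at or above 50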
# PolyA inh = inhibitors of polyadenylation in S. cerevisiae. S. cerevisiae SKY197-pL101 polyadenylation reporter, beta-gal luminescence; efflux-impaired pdr1/pdr3 knockout yeast; score 100 = 6 SD above DMSO. calls only at 12 µM. 300,000 compounds, 0.02% hits. AID 1875;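 active = lowest replicate activity score at least 50, where 100 means six control SD above control mean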;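 also: yeast exposed to compound for 9 h at 30 °C; higher score means more reporter readthrough which indicates perturbed polyadenylation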
# TRPC4 block = blocks the mouse TRPC4 cation channel; HEK293 TRPC4beta/mu-opioid, DAMGO-evoked Fluo4 calcium flux; hits give low values; 300,000 compounds, 0.39% hits; Q9QUQ5; B-score at 10 µM;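 active = B-score over 3 SD under the library average, no early fluorescence shift, positive overall ratio signal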
#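 Material: HEK293 cells with stable TRPC4beta plus mu-opioid receptor expression; probe or stimulus: DAMGO in two steps, submaximal then maximal; technique: Fluo4 calcium fluorescence by kinetic imaging, 5 s 1 Hz baseline; measure: integrated fluorescence ratio relative to baseline, converted to per-well B score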
# TRPC4 agonist = activators of mouse TRPC4 channel | 310,000 compounds, 0.49% hits | B-score at 10 µM | HEK293 TRPC4beta/mu-opioid, Fluo4 calcium fluorescence; hits give high values | Q9QUQ5;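 active = B-score above 5 SD of library B-scores, and initial fluorescence ratio not above library mean plus 5 SD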;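 also: positive B-score marks a calcium rise read as TRPC4 activation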
#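 System: HEK293 cells stably co-expressing mouse TRPC4beta and mu-opioid receptor; Schedule: Fluo4 dye loading 45 min at room temperature, 110 s recording; Detection: Fluo4 fluorescence, kinetic; Evaluation: B-scored integrated calcium fluorescence ratio; Controls: buffer (low) and maximal DAMGO (high).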
# hERG protect = shields human hERG channel from block by proarrhythmic agents; Q12809; CHO-hERG, FluxOR thallium flux, dofetilide IC70 present; activation (rescue from dofetilide block), less the hit threshold, % at 10 µM; 310,000 compounds, 0.51% hits;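 active = activation above the mean of controls blocked by dofetilide plus 5 SD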;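 also: thallium influx through hERG after potassium depolarization seen as dye fluorescence rise; in these data hits start at about 4.7%; inactives centre near -7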
# * = called active by the depositor; i = inactive; / = no result given.
SMILES,KCNQ1 block,TRPC4 potent,Dyrk1A ADPGlo,KCNK9 block,KCNQ1 pot,KCNK3 inh,Platelet DG rel,PolyA inh,TRPC4 block,TRPC4 agonist,hERG protect
COc1ccc(NC(=O)c2cccc(N3C(=O)C4CCC(C)CC4C3=O)c2)c(OC)c1 (stereo not given),i,i,15,i,i,i,22,i,i,i,-11
CCn1c(=O)cc(OCC(=O)Nc2nc(C)cs2)c2ccccc21,i,i,-1,i,i,i,-18,i,i,i,-4
O=[N+]([O-])c1cccc(NC(=S)N2CCN(S(=O)(=O)c3ccccc3)CC2)c1,i,i,4,i,i,i,3,i,i,i,-8
Cc1ccccc1-c1nn(-c2ccc(F)cc2F)cc1CNCCCN(C)C,i,i,2,i,i,i,3,i,i,i,-14
CCN(CC)c1ccc(N=Cc2cc(Br)ccc2O)cc1,i,i,-7,i,i,i,3,i,i,i,-5
O=C(CN1C(=O)NC2(CCCC2)C1=O)Nc1ccc(F)cc1,i,i,0,i,i,i,-10,i,i,i,-7
COCCCn1c(SCC(=O)NC2CCCC2)nnc1-c1ccco1,i,i,-2,i,i,i,7,/,i,i,-7
CC(C)c1ccc(S(=O)(=O)N2CCN(C(=O)C3CCCC3)CC2)cc1,i,i,-3,i,i,i,1,i,i,i,-8
Cc1ccc(CSCC(=O)N2CCN(c3ccccc3)CC2)cc1,i,i,0,i,i,i,3,i,i,i,-2
CCOc1ccccc1NC(=O)c1cc(S(=O)(=O)N2CCN(CC)CC2)ccc1Cl,i,i,-2,i,i,i,4,i,i,i,-7
O=C(NC1CCN(Cc2ccc(Cl)cc2Cl)CC1)c1ccccc1,i,i,6,i,i,i,6,i,i,i,-5
Cc1ccc(CNC(=O)Cn2nnc(C(=O)Nc3ccc(Br)cc3)c2N)cc1,i,i,-7,i,i,i,-25,i,i,i,-8
Cc1nc2ccccc2cc1C(=O)NCc1ccc(F)cc1,i,i,-6,i,i,i,10,i,i,i,-7
NC(=O)C(c1ccccc1)c1ncc(C(F)(F)F)cc1Cl (stereo not given),i,i,2,i,i,i,-2,i,i,i,-11
O=C(c1cccc(-n2cnnn2)c1)N1CC=C(c2ccccc2)CC1,i,i,-4,i,i,i,1,i,i,i,-8
COC(=O)c1ccccc1Nc1ccccc1,i,i,4,i,i,i,-5,i,i,i,-12
CN(C)CCOCCSc1ccc(Cl)cc1,i,i,4,i,i,i,9,i,/,i,-8
CCOC(=O)N1CCN(C(=O)c2ccc(CSc3ccc(Cl)cc3)cc2)CC1,i,i,-2,i,i,i,-2,i,i,i,-4
O=C1N(C2CCCC2)C[C@@H]2C[C@@H](c3cccn3-c3ccccn3)N3CCC[C@@]123,i,i,0,i,i,i,4,i,i,i,-6
Cn1c(=O)[nH]c2cc3ccccc3cc21,i,i,52*,i,i,i,0,i,i,i,-12
COc1ccc(C)cc1S(=O)(=O)NCc1cccs1,i,i,1,i,i,i,-1,i,i,i,-4
Cc1ccc(-n2c(Cn3ncc4ccccc4c3=O)n[nH]c2=S)cc1,i,i,/,i,i,i,0,i,i,i,-6
CCN(CC)C(=O)C1(P(=O)(c2ccccc2)c2ccccc2)CCC1,i,i,/,i,i,i,-26,i,i,i,-2
O=C(NC(=S)NC(=O)c1ccccc1F)c1ccccc1F,i,i,-6,i,i,i,-3,i,i,i,-3
CC1(C)NC(=O)N(CC(O)CN2C(=O)CCC2=O)C1=O (stereo not given),i,i,4,i,i,i,-3,i,i,i,-6
Cc1c(CN2CCC(C(=O)Nc3ccc(Oc4ccccc4)nc3)CC2)cnn1C,i,i,0,i,i,i,4,i,i,i,-12
CCOc1ccc(N/C=C/C(=O)c2ccc(OC)cc2)cc1,i,i,13,i,i,i,-4,i,i,i,-1
Cc1cc(C)n(S(=O)(=O)Cc2ccccc2)n1,i,i,-3,i,i,i,4,i,i,i,-8
Cc1sc2ncn(CC(=O)N3CCCCC3)c(=O)c2c1S(=O)(=O)N1CCC(C)CC1,i,i,-6,i,i,i,-2,i,i,i,-7
Cc1ccc2[nH]c3ccccc3c(=O)c2c1,i,i,1,i,i,i,9,i,i,i,-3

# Part of the list above, with values under each structure:
# Value order – KCNQ1 block	TRPC4 potent	Dyrk1A ADPGlo	KCNK9 block	KCNQ1 pot	KCNK3 inh	Platelet DG rel	PolyA inh	TRPC4 block	TRPC4 agonist	hERG protect
Cc1ccc(-n2c(Cn3ncc4ccccc4c3=O)n[nH]c2=S)cc1
  i	i	/	i	i	i	0	i	i	i	-6
CCOC(=O)N1CCN(C(=O)c2ccc(CSc3ccc(Cl)cc3)cc2)CC1
  i	i	-2	i	i	i	-2	i	i	i	-4
Cc1sc2ncn(CC(=O)N3CCCCC3)c(=O)c2c1S(=O)(=O)N1CCC(C)CC1
  i	i	-6	i	i	i	-2	i	i	i	-7

# (cont.)
SMILES,KCNQ1 block,TRPC4 potent,Dyrk1A ADPGlo,KCNK9 block,KCNQ1 pot,KCNK3 inh,Platelet DG rel,PolyA inh,TRPC4 block,TRPC4 agonist,hERG protect
CCC(=O)N1CCc2cc(S(=O)(=O)NC(Cc3ccccc3)C(=O)NC3CCCCC3C)ccc21 (stereo not given),i,i,27,i,i,i,-6,i,i,i,-6
COCCCNC(=O)c1ccc(CSCc2ccc(C)cc2)o1,i,i,0,i,i,i,-2,i,i,i,-2
O=C(Cn1c(=O)n(-c2ccc(F)cc2)c(=O)c2sccc21)c1ccccc1,i,i,5,i,i,i,-2,i,i,i,-5
Cc1ccc(NC(=O)OCCNC(=O)c2ccncc2)cc1,i,i,-9,i,i,i,-1,i,i,i,-8
CCOC(=O)C1(C)NC(c2ccco2)C2C(=O)N(C)C(=O)C21 (stereo not given),i,i,6,i,i,i,-11,i,i,i,-4
Cc1c(C(=O)Nc2nccs2)oc2c(Cl)cccc12,i,i,4,i,i,i,-7,i,i,i,-8
CCOC(=O)c1sc(=S)n(Cc2ccccc2)c1C,i,i,-9,i,i,i,-9,i,i,i,-8
Cc1cnc(C(=O)N2CCCC(C(=O)c3ccc(C(C)(C)C)cc3)C2)cn1 (stereo not given),i,i,0,i,i,i,3,i,i,i,-5
CCOc1cc(C(=O)OCC(=O)Nc2ccc(Cl)cn2)ccc1OCC(=O)N1CCOCC1,i,i,7,i,i,i,-3,i,i,i,-10
Cn1c(C(=O)NCc2ccccc2)cc2oc3ccccc3c21,i,i,-3,i,i,i,-3,i,i,i,-12
CCOC1=CC(=O)N(Cc2ccccc2)C1,i,i,-7,i,i,i,5,i,i,i,-4
O=C(COC(=O)c1cc[n+]([O-])cc1)Nc1ccc([N+](=O)[O-])cc1Cl,i,i,3,i,i,i,0,i,i,i,-12
COC(=O)C1=C(C)N=C2SCCC(=O)N2C1c1cc(Br)ccc1OC (stereo not given),i,i,13,i,i,i,-1,i,i,i,-10
COc1ccc(CCNC(=O)COc2ccc(S(=O)(=O)NC3CCCCC3)cc2Cl)cc1,i,i,-2,i,i,i,-15,i,i,i,-10
COc1ccc(-c2c(C)nn3c(N)c(C#N)cnc23)cc1OC,i,i,10,i,i,i,11,i,i,i,-9
Cc1ccc(S(=O)(=O)CCC(=O)c2cccc([N+](=O)[O-])c2)cc1,i,i,-3,i,i,-9.5*,22,i,i,i,-26
CCN(CC(=O)NCc1ccc(Cl)cc1)C(=O)CCc1ccccc1O,i,i,13,i,i,i,10,i,i,i,-2
Cc1ccc(-c2noc(CCC(=O)Nc3ccccc3C)n2)cc1,i,i,1,i,i,i,0,i,i,i,-9
c1ccc(COc2ccccc2CNc2nn[nH]n2)cc1,i,i,-3,i,i,i,-6,i,i,i,-10
O=C(CN1C(=O)NC(Cc2ccccc2)(Cc2ccccc2)C1=O)NCC1CCCCC1,i,i,2,i,i,i,-8,i,i,i,-19
COc1ccc(C2(CNC(=O)c3cc([N+](=O)[O-])cc([N+](=O)[O-])c3)CCCC2)cc1OC,i,i,-8,i,i,i,-5,i,i,i,-2
Cc1ccc(C(=O)CCC(=O)Nc2cccc(C)c2)cc1,i,i,7,i,i,i,-5,i,i,i,0
Oc1cccc2ccc(/C=C/c3ccccc3Cl)nc12,i,i,1,i,i,i,6,i,i,i,-6
C=CCn1c(SCc2c(Cl)cccc2Cl)nnc1-c1cccnc1,i,i,1,i,i,i,-3,i,i,i,-13
COc1ccccc1C(=O)C1CCCN(C(=O)C2=CC(=O)CC(C)(C)O2)C1 (stereo not given),i,i,-4,i,i,i,6,i,i,i,-9
Cc1ccc(-n2nc(C)cc2NC(=O)c2ccc(C)s2)cc1,i,i,0,i,i,i,3,i,i,i,-8
NC1=NS(=O)(=O)NC1c1ccc(Cl)cc1 (stereo not given),i,i,0,i,i,i,1,i,i,i,-5
CC(C)Cn1c(C(C)NC(=O)Cc2ccccc2)nc2ccccc21 (stereo not given),i,i,-5,i,i,i,-3,i,i,i,-13
Cc1ccc(C)c(N2N=C(C(=O)O)CCC2=O)c1,i,i,-12,i,i,i,10,i,i,i,-16
COc1ccc(S(=O)(=O)N2CCCC2CNC(=O)C(=O)NCc2cccs2)cc1 (stereo not given),i,i,-1,i,i,i,-8,i,i,i,-15
Cn1ncc([N+](=O)[O-])c1C(=O)Nc1nc2ccccc2n1CCN1CCCCC1,i,i,4,i,i,i,4,i,i,i,-8
CC1(C)CC(=O)C=C(Nc2ccc(OCC(F)(F)C(F)F)cc2)C1,i,i,-6,i,i,i,-29,i,i,i,-7
CCC1CCCCN1C(=O)COC(=O)c1cc2ccccc2cc1O (stereo not given),i,i,0,i,i,i,-6,i,i,i,-8
O=C(O)CC1SC(=O)N(CC(=O)c2ccccc2)C1=O (stereo not given),i,i,0,i,i,i,3,i,i,i,0
CCOC(=O)C1=C(O)C(=O)NC(c2ccccc2)=C(OCC)C1,i,i,11,i,i,i,9,i,i,i,-6
CC(=O)Nc1ccc(NC(=O)c2nc(-c3ccccc3)oc2C)cc1,i,i,4,i,i,i,2,i,i,i,-4
COc1ccc(OC)c(/C=C/C(=O)N2CCCc3ccccc32)c1,i,i,/,i,i,-11*,6,/,i,i,-10
COc1ccc(CNC(=O)C2CCN(S(=O)(=O)c3ccccc3)CC2)cc1,i,i,-1,i,i,i,2,i,i,i,-10
CCOc1cc2[nH]c(=S)n(CCN3CCCCC3C)c(=O)c2cc1OCC (stereo not given),i,i,1,i,i,i,1,i,i,i,-12

# Some of the compounds tested; the hit share may differ from the screen's.
